BRCA1 expr up = qHTS Assay to Identify Small Molecule Activators of BRCA1 Expression; MCF7-BRCA1-FFLuc reporter, luminescence, 48 h; response scale: scaled: vehicle 0%, 10 µM genistein 100%; Potency, µM (titrated, usually from 46.1 µM), inactives show top-dose activation, most hits filed as activators; 1.1% of 380,000 active; AID 624202, 2012; active = well fitted activation curve with a large enough effect; inconclusive = small, poorly fitted or top-dose-only effect; inactive = no such curve, though single readings can be large or run the other way; note: nearly all actives have a fitted effect of over 80% in size; some results filed as inactive show a strong effect at the top dose
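First, MCF7-BRCA1-FFLuc cells (2000/well) attach for 2 h; next, compounds are pin-added and incubated 48 h at 37 °C; finally, luciferase reagent is added and luminescence read after 15 min.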
* hit, by the source's call; ? = inconclusive; & = joins results of further samples; [ ] = dose if it differs, or a comment. Potency is the fitted concentration of half-maximal effect.

entry	BRCA1 expr up	canonical_smiles
1	0.0%&6.4%	O=C(O)c1cc2cccc([N+](=O)[O-])c2[nH]1
2	-95.1%[inhibitor]	O=C(NC1=CC(=O)c2ccccc2C1=O)c1ccccc1
3	-3.0%	CCOC(=O)C1CC(=NO)c2ccc(OC)c(OC)c2C1 (stereo unspecified)
4	8.7%	CCc1cccc(CC)c1N1C(=O)CC(Sc2ccccc2N)C1=O (stereo unspecified)
5	-34.5%	CS(=O)(=O)Nc1cccc(NC(=O)C2Cc3c(-c4ccccc4)ccnc3O2)c1 (stereo unspecified)
6	2.3%	CN(C)c1ccc(C(O)c2cc3ccccc3s2)cc1 (stereo unspecified)
7	3.7%	Nc1ncnc2c1CN(Cc1ccccc1)CC2
8	-34.3%	COc1ccc(Cl)cc1Nc1cc(C)nc2ccccc12
9	?	COc1cccc(C(O)c2nc(-c3ccc4ccccc4c3)cs2)c1 (stereo unspecified)
10	-17.0%	COc1ccc(-c2nc3c(Cl)cc(C(F)(F)F)cn3c2Cc2ccc(C)cc2)cc1OC
11	-1.1%	Cc1cc(C)c(NC(=O)COC(=O)C2=COCCO2)c(C)c1
12	-15.1%	COc1ccc(OC(F)(F)F)cc1CC1(C)C(=O)Nc2c(Cl)ccc(Cl)c21 (stereo unspecified)
13	5.7%	O=C(NCc1ccccc1)c1cc(C2CCCCN2C(=O)c2ccc(Cl)cc2)on1 (stereo unspecified)
14	-6.2%	CCCCCCN1CCN(C2CN(Cc3cn(Cc4ccccc4)nn3)S(=O)(=O)C2)CC1 (stereo unspecified)
15	2.2%	CS(=O)(=O)Nc1cccc(-c2ccc3nncn3c2)c1
16	-1.3%	C[C@H](CO)N1C[C@H](C)[C@@H](CN(C)S(=O)(=O)c2ccc(-c3ccccc3)cc2)OCc2cn(nn2)CCCC1=O
17	-80.3%	COc1ccc(/C=C2\SC(=O)N(CCCC(=O)Nc3ccc(C(=O)O)cc3)C2=O)cc1
18	-1.8%	CCOc1c(Cl)cc(CNCC(C)C)cc1Cl
19	-6.0%	CN(CCc1ccccc1)C(=O)c1cccc(NC(=O)Cc2cccc(NC(=O)C3CCN(C(=O)C4CCCC4)CC3)c2)c1
20	0.0%	Cc1ccc(NC(=O)Cn2sc3ccccc3c2=O)cc1
21	2.6%	Cn1c(N)c(C#N)c(-c2ccccc2)c(C#N)c1=O
22	-33.1%	CCN(CC)c1ccc(S(=O)(=O)N2CCOCC2)cc1NC(=O)CNCc1cccc(Cl)c1
23	-13.3%	CN(CCc1ccccc1)c1cc2c(c3c1ccn3C)C1CCC2C1 (stereo unspecified)
24	-76.4%	O=c1c2ccccc2sc2nc(CCl)nn12
25	-31.0%	O=C(CN1CCOCC1)NN=Cc1ccc([N+](=O)[O-])o1

Of the compounds above, 2 have fluorine.
entry	BRCA1 expr up	canonical_smiles
10	-17.0%	COc1ccc(-c2nc3c(Cl)cc(C(F)(F)F)cn3c2Cc2ccc(C)cc2)cc1OC
12	-15.1%	COc1ccc(OC(F)(F)F)cc1CC1(C)C(=O)Nc2c(Cl)ccc(Cl)c21 (stereo unspecified)

(next part)
entry	BRCA1 expr up	canonical_smiles
26	11.0%	O=C(Cc1ccc(NC(=O)C2CCN(C(=O)C3CCCC3)CC2)cc1)Nc1cccc(C(=O)N2CCCCC2)c1
27	-14.9%	COc1cccc(-c2ncn(CCc3ccccc3OC)c2C(C)C)c1
28	22.4%	CCN(CC)C(=O)c1ccc2sc([C@H]3C[C@H](O)[C@@H](CO)O3)nc2c1
29	-78.0%[inhibitor]	Cc1cc2oc3ccc(NCCC4CCCN4C)cc3c(=O)c2cc1C (stereo unspecified)
30	-29.2%	COc1ccc(S(=O)(=O)N(C)C[C@H]2OCc3cn(nn3)CCCC(=O)N([C@H](C)CO)C[C@@H]2C)cc1
31	-16.1%	Cc1cn([C@H]2C[C@H](O)[C@@H](CCC(=O)NCc3ccc(N(C)C)cc3)O2)c(=O)[nH]c1=O
32	0.5%	Cc1cc[n+](CC#N)cc1
33	8.3%	CC(C)C[C@@H]1COc2cccc(N3CCC[C@@H]3CO)c2S(=O)(=O)N1
34	-93.9%	CCCCCCCCOC(=O)c1cc([N+](=O)[O-])c(Sc2ncnc3nc[nH]c23)c([N+](=O)[O-])c1
35	15.6%	O=C(COC(=O)/C=C/c1cccc(F)c1)NCc1ccc2c(c1)OCO2
36	25.0%	O=C(NC1CC1)c1ccc(CSCc2ccc(Cl)cc2)o1
37	-8.4%	O=C(CN1CCOCC1)N1CCOCC1
38	-9.4%	CCC1(CC)C(=O)N(c2ccccc2)C(=N)N(c2ccccc2)C1=O
39	6.3%	O=C(Cc1cccc(NC(=O)C2CCCN(C(=O)C3CC3)C2)c1)Nc1cccc(C(=O)N2CCOCC2)c1 (stereo unspecified)
40	3.16µM*	Cc1ccc(-c2nc3ccc(Br)cn3c2Cc2cccc(F)c2)cc1
41	3.1%	CCCCN1C(N)=NC[C@@H]1c1ccccc1
42	-5.1%	CC(C)c1cc(CN2C(C)COCC2C)cc(C(C)C)c1O (stereo unspecified)
43	18.6%	CC(=O)Nc1ccc(CNc2nc3cc(-c4ccc(F)cc4)sc3c(=O)n2C)cc1
44	-6.9%	COc1ccc(S(=O)(=O)Cc2ccc(C(=O)N3CCN(c4ncccn4)CC3)o2)cc1
45	-1.9%	CC[C@@H]1CC2=C(C(=O)OC(C)(C)O2)[C@H](c2ccc(F)cc2)O1
46	0.8%	O=C(O)C1CC=CCC1C(=O)NCc1ccc(Cl)c(Cl)c1 (stereo unspecified)
47	9.3%	COc1ccc(C(C)=O)cc1CN1C(=O)C(C)ON=C1c1ncccc1C (stereo unspecified)
48	-30.1%	CC(C)(C)c1ccc(C(O)c2ncc(-c3ccc(F)cc3)[nH]2)cc1 (stereo unspecified)
49	-6.4%	COc1ccc(CNC(=O)Nc2nc(C(N)c3ccccc3)cs2)cc1 (stereo unspecified)
50	-71.7%[inhibitor]	CCCCCC(=O)N1C[C@H](n2cc(COC(=O)c3ccccc3)nn2)[C@@H](O)C[C@@H]1c1ccc(C)cc1

Reformatted tab-delimited: entries from further up
#	SMILES	BRCA1 expr up
44	COc1ccc(S(=O)(=O)Cc2ccc(C(=O)N3CCN(c4ncccn4)CC3)o2)cc1	-6.9%
45	CC[C@@H]1CC2=C(C(=O)OC(C)(C)O2)[C@H](c2ccc(F)cc2)O1	-1.9%
46	O=C(O)C1CC=CCC1C(=O)NCc1ccc(Cl)c(Cl)c1 (stereo unspecified)	0.8%

Next section:
entry	BRCA1 expr up	canonical_smiles
51	-52.4%	O=C(Nc1ccc(F)c(Cl)c1)C1Cc2c(-c3ccccc3Oc3ccccc3)ccnc2O1 (stereo unspecified)
52	-7.1%	Cc1ccc2c(CC(=O)Nc3ccc4nc(N5CCOCC5)sc4c3)coc2c1
53	-5.0%	O=C(Nn1cnnc1)c1ccc([N+](=O)[O-])cc1Cl
54	-1.9%	CCCCCn1c(=NC(=O)c2cccnc2)c(C#N)cc2c(=O)n3cccc(C)c3nc21
55	32.1%	Cc1cc(Cl)c2oc(C(=O)N3CCN(c4cnccn4)CC3)c(C)c2c1
56	6.8%	COc1ccc(OC)c(NC(=O)CCNC(=O)N2CC(=O)Nc3ccccc32)c1
57	7.4%	Cc1cccc(CN2[C@H](CO)C=CS2(=O)=O)c1
58	0.0%	CN(C)c1ccc(/C=C/c2ccnc3ccccc23)cc1Br
59	-0.5%	CCNC(=O)C1(C)CCCN1C(=O)c1ccc(F)c(Cl)c1 (stereo unspecified)
60	32.6%	Cc1cc(F)ccc1C(O)c1ncc(-c2ccc3ccccc3c2)[nH]1 (stereo unspecified)
61	-5.6%	O=C(CCc1ccccc1)N1CCN(C(=O)CCc2ccccc2)CC1
62	0.0%	O=S1(=O)c2c(F)cccc2OC(COCc2ccccc2)CN1C1CCCC1 (stereo unspecified)
63	5.4%	C=CCOC(=O)C1=C[C@H](C(C)(C)C)[C@@H](CCCO)[C@H](OCC)O1
64	-15.2%	COc1cc2c(NC3CCN(C)CC3)nc(N3CCCN(C)CC3)nc2cc1OCCCN1CCCC1
65	18.0%	CCN1CCN(C(C(=O)NC2CCCCC2)C2CC2)CC1 (stereo unspecified)
66	?	Nc1ccc2nc(-c3ccccc3)cnc2c1
67	30.3%	O=C1CCCCC1Nc1ccc(Br)cc1 (stereo unspecified)
68	0.4%	CCNC(=O)C1(C)CCCN1C(=O)c1cc(C)on1 (stereo unspecified)
69	-1.9%	C[C@H]1CN([C@@H](C)CO)S(=O)(=O)c2ccc(Br)cc2O[C@H]1CN(C)Cc1ccccc1F
70	-17.3%	COc1ccc(C(c2nnnn2C2CCCCC2)N2CCN(C/C=C/c3ccccc3)CC2)cc1 (stereo unspecified)
71	-40.8%	Cc1ccc(S(=O)(=O)N2CCC(=O)N([C@H](COCc3cccc(Cl)c3)C(C)C)CC2)cc1
72	14.8%	OC[C@@H]1CN(Cc2ccc3c(c2)OCO3)C[C@H](n2cnc3c(NCc4ccco4)ncnc32)O1
73	-49.3%	COc1ccc([C@@H]2[C@@H](C)N(c3ccccc3)c3ccccc3C(=O)N2Cc2ccccc2)cc1
74	0.0%	CC(=O)Nc1cccc(-c2ccnc3c2CC(C)(C(=O)Nc2cccnc2)O3)c1 (stereo unspecified)
75	4.9%	COC(=O)C1=C[C@@H](C(=O)OC)[C@@H]2C3=C(C(=O)[C@@]2(C)NC(=O)c2ccccc2)[C@H](C)n2c(=O)n(C)c(=O)n2[C@@H]3C1

The list goes on (three carried over from the part before).
entry	BRCA1 expr up	canonical_smiles
73	-49.3%	COc1ccc([C@@H]2[C@@H](C)N(c3ccccc3)c3ccccc3C(=O)N2Cc2ccccc2)cc1
74	0.0%	CC(=O)Nc1cccc(-c2ccnc3c2CC(C)(C(=O)Nc2cccnc2)O3)c1 (stereo unspecified)
75	4.9%	COC(=O)C1=C[C@@H](C(=O)OC)[C@@H]2C3=C(C(=O)[C@@]2(C)NC(=O)c2ccccc2)[C@H](C)n2c(=O)n(C)c(=O)n2[C@@H]3C1
76	3.1%	O=C(COC(=O)c1ccco1)Nc1cccc(S(=O)(=O)N2CCOCC2)c1
77	-29.2%	CCOC(=O)C1(CCOc2ccccc2)CCN(Cc2ccccc2O)CC1
78	7.6%	c1nc(N2CCOCC2)c2[nH]cnc2n1
79	73.6%	Cc1ccn2c(Cc3ccccc3)c(-c3ccc(F)cc3)nc2c1
80	0.0%	CCc1nc2ccc(C(=O)NCCCn3ccnc3)cn2c1N(C)Cc1ccc(N(C)C)cc1
81	10.4%	CCc1ccc(NC(=O)CSc2nnc(-c3ccccc3)n2CC)cc1
82	-11.9%	Oc1ccc2c(c1)c1ccccc1c1ncccc21
83	19.4%	CS(=O)(=O)Nc1ccc2c(c1)[C@H]1C[C@H](CC(=O)NCc3ccccc3)O[C@H](CO)[C@H]1O2
84	-8.5%	CC(=O)Nc1ccc(C(=O)N2CCCC(c3cc(C(=O)NCc4ccc(F)cc4)no3)C2)cc1 (stereo unspecified)
85	10.8%	NC(=O)c1ncn([C@@H]2O[C@H](CNS(=O)(=O)c3cc(S(=O)(=O)c4ccccc4)cs3)[C@@H](O)[C@H]2O)n1
86	4.3%	COC(=O)c1ccc(CSc2ncnc3c2sc2nc(N4CCOCC4)c4c(c23)CCCC4)o1
87	9.5%	O=C(c1ccco1)N1CCN(C(=O)c2ccc(COc3ccc(Cl)cc3Cl)o2)CC1
88	3.6%	Cc1cn(CC(=O)NCCCN2CCCC2=O)c(=O)[nH]c1=O
89	-28.9%	CC1C(C)N(C(=O)CCCl)c2ccccc2N1C(=O)CCCl (stereo unspecified)
90	-5.9%	Cc1nnc(NC(=O)C2CCN(C(=O)c3ccsc3)CC2)s1
91	-108.3%[inhibitor]	CC1=C(SCc2ccccc2)C(=O)c2ccccc2C1=O
92	11.7%	O=C(NCc1ccccc1)c1ccc(NC(=O)C2CCC2)cc1
93	27.9%	Cc1noc(C)c1C(=O)N1CCC1(C)C(=O)NS(=O)(=O)c1ccccc1C(F)(F)F (stereo unspecified)
94	0.5%	COC(=O)c1ccccc1NC(=O)Cn1cnc2c(cnn2-c2ccc(C)c(C)c2)c1=O
95	15.8%	CC(=O)Nc1cccc(/C(C)=N/Nc2ccc(S(=O)(=O)Nc3ccccc3C(=O)O)cc2[N+](=O)[O-])c1
96	42.5%	O=C(Nc1ccc(Cl)cc1)c1ccc2sc([C@@H]3O[C@H](CO)[C@@H](O)[C@H]3O)nc2c1
97	5.6%	NC(=O)C(CCc1nc2ccccc2[nH]1)NS(=O)(=O)c1ccccc1 (stereo unspecified)
98	8.1%	C[C@@H]1CN([C@H](C)CO)C(=O)c2cc(-c3ccc(F)cc3)cnc2O[C@H]1CN(C)C(=O)c1ccc(F)cc1
99	5.2%	COc1ccccc1N1CCCSC1=Nc1ccccc1
100	-11.0%	Cc1ccc([C@H]2N[C@]3(CCCN(CC4CCCCC4)C3=O)[C@H]3C(=O)N(C)C(=O)[C@@H]23)cc1
101	-19.1%	O=C(NCc1cccc(Cl)c1)c1ccc(S(=O)(=O)N2CCCCC2)cc1
102	10µM*	O=[N+]([O-])c1ccc(NN=Cc2ccco2)nc1
103	-17.5%	CCCn1nc(C(=O)Nc2cccc(S(=O)(=O)N3CCOCC3)c2)c2ccccc2c1=O
104	14.6%	CCNC(=O)C1(C)CCCN(Cc2ccc(-c3ccccn3)cc2)C1 (stereo unspecified)
105	-7.9%	C[C@H](CO)N1C[C@H](C)[C@H](CN(C)C(=O)Nc2ccc3c(c2)OCO3)Oc2ncc(Br)cc2C1=O
106	-1.2%	COCCNC(=O)C1CCCN(C(=O)c2nc(C)oc2C)CC1 (stereo unspecified)
107	-19.7%	O=C(NCCc1ccccc1)[C@@H]1CC=C[C@@H]2CCN(C3CCCCC3)C(=O)[C@@H]21
108	-66.5%	N/C(=N\N=Cc1ccc2c(c1)OCO2)NN=Cc1ccc2c(c1)OCO2
109	5.1%	CC(C)c1cc(C(=O)N(C)C2CCCN(Cc3ccccc3F)C2)n(C)n1 (stereo unspecified)
110	-8.3%	COc1cc(/C=C/CNC[C@H]2O[C@@H](n3cc(C)c(=O)[nH]c3=O)C[C@@H]2O)ccc1O

Screening data (PubChem)

A portion of the library; rates above refer to the full screens.
